High-throughput results as filed in PubChem BioAssay.
Bim-Bcl-2: inhibitors of Bim-Bcl-2 interaction, human | hit rate 0.06% among 190,000 | Bead-based flow cytometry, Bim peptide-Bcl-2 binding | AID 950 | inhibition, % at 10 µM; in the data active means inhibition above about 40%; inconclusive means no clear call, values can overlap the other calls;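 further: 0% = no compound wells with probe peptide and 100% = reference peptide inhibitor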
Target sequence (P10415 whole entry, looked up): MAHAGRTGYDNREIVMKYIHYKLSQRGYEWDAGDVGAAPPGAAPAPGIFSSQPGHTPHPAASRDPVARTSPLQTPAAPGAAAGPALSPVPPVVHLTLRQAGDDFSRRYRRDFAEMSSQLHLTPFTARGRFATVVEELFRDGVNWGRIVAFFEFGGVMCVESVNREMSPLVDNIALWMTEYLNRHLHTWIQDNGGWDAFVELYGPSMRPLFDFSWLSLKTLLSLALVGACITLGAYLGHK
Bfl-1 Bim block: human Bim-Bfl-1 interaction inhibition. AID 1008. Q16548. hit rate 0.12% among 190,000. Bead-based flow cytometry, Bim-Bfl-1 binding inhibition. inhibition, % at 10 µM;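 further: 0% = wells without compound plus tracer and 100% = blocker peptide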
Bim-Bcl-W: human Bim-Bcl-W interaction inhibition; Q92843; bead-based flow cytometry, Bim peptide-Bcl-W binding; inhibition, % at 10 µM; hit rate 0.02% among 190,000;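 further: 0% = bound tracer without compound and 100% = peptide blocker; higher means less fluorescent Bim peptide bound to Bcl-W beads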
RGS4-Gao reg: human RGS4-Galphao interaction regulation; P09471; Multiplexed bead flow cytometry, RGS4-Galphao binding; actives lie on both sides; binding response (% of control), % at 10 µM; hit rate 0.33% among 220,000; AID 1415; in the data active means binding response below about 49% or above about 150%; inactive means in between;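 further: fluorescent Galphao activated with aluminum fluoride binding bead-coupled RGS4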
Target sequence (P09471 whole entry, looked up): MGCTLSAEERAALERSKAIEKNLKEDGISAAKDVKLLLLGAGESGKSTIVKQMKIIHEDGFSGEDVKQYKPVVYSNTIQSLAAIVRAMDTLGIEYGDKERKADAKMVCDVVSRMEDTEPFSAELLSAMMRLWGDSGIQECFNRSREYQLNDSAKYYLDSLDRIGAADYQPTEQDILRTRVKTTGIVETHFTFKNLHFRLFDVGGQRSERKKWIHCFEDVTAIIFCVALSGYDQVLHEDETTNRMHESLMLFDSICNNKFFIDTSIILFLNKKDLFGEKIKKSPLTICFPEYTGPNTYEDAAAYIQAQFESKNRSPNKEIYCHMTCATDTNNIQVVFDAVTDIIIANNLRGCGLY
Bim-Mcl-1: disrupts Bim peptide binding to human Mcl-1; Q07820; Bead-based flow cytometry, Bim peptide-Mcl-1 binding; inhibition, % at 10 µM; hit rate 0.1% among 190,000; AID 1009;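 further: 0% = no compound tracer wells and 100% = peptide blocker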
RGS8-Gao: regulators of human RGS8-Galphao interaction | P09471 | multiplexed bead flow cytometry, RGS8-Galphao binding; actives lie on both sides | response (percent of control binding), % at 10 µM | hit rate 0.34% among 220,000 | AID 1423; in the data active means response below about 60% or above about 140%; inactive means in between;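 further: Galphao activated as the GDP aluminium fluoride complex binding bead-coupled RGS8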
GSH fluor: compound fluoresces at 488/530 nm on GSH beads. AID 1776. fluorescence (KMESF) at 10 µM. GSH beads flow cytometry, compound fluorescence 488/530 nm; stronger effect = higher value. hit rate 0.25% among 190,000; in the data active means fluorescence above about 89;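 further: glutathione beads carrying GST-tagged Bcl family fusion proteins plus one bare bead set; values are compound well signal with DMSO vehicle wells as background; inactives centre near 16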
Bim-Bcl-XL: inhibitors of Bim-Bcl-XL interaction, human; Bim peptide-Bcl-XL binding, bead flow cytometry, fluorescence; inhibition, % at 10 µM; hit rate 0.04% among 190,000; AID 1007
Target sequence (Q07817 whole entry, looked up): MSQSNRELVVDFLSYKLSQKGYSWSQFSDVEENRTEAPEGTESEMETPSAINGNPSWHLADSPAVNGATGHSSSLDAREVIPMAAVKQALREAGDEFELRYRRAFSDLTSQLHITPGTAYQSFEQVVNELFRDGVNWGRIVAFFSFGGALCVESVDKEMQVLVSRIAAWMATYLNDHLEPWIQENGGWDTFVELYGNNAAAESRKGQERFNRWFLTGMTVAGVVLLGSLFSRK
Bim-Bcl-B: human Bim-Bcl-B interaction inhibition. Q9HD36. bead-based flow cytometry, Bim peptide-Bcl-B binding. inhibition, % at 10 µM. hit rate 0.073% among 190,000. AID 951;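 further: 0% = tracer peptide without compound and 100% = reference inhibitor peptide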
Target sequence (Q9HD36 whole entry, looked up): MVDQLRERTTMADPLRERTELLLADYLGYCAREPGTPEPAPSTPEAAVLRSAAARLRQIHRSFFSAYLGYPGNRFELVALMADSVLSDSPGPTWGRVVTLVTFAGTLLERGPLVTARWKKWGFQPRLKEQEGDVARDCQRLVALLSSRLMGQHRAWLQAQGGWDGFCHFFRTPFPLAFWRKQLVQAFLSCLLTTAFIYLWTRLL
RGS7-Gao: regulators of human RGS7-Galphao interaction. P09471. Multiplexed bead flow cytometry, RGS7-Galphao binding; actives lie on both sides. binding response (% of control), % at 10 µM. hit rate 0.35% among 220,000. AID 1439; in the data active means binding response below about 49% or above about 150%; inconclusive means no clear call, values can overlap the other calls; inactive means in between;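 further: fluorescent Galphao held in activated GDP-AlF4 state binding bead-coupled RGS7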
Mcl1-Bid inh: disrupts binding of human Mcl-1 to Bid peptide; Q07820; hit rate 0.97% among 220,000; TR-FRET Mcl-1/Bid-Dy647 peptide binding, 1536-well; AID 1021; inhibition, % at 21.7 µM;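 active means compounds that cut the binding signal by more than half at the single screening dose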;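 further: His-tagged Mcl-1 with europium anti-His antibody binding Bid BH3 peptide; 0% = Mcl-1 plus peptide wells and 100% = peptide-only wells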
An asterisk follows results filed as active. Unless noted, no stated cut-off is given here; in the data, active means inhibition above about 40%.

For COc1ccc(C(=O)NCCc2nnc(SCC(=O)Nc3ccccc3)n2C)cc1 the results were Bim-Bcl-2 -17, Bfl-1 Bim block -19, Bim-Bcl-W -6, RGS4-Gao reg 100, Bim-Mcl-1 -3, RGS8-Gao 105, GSH fluor 35, Bim-Bcl-XL -9, Bim-Bcl-B -9, RGS7-Gao 102 and Mcl1-Bid inh -19.
For COc1cccc(-n2nnc3c(=O)n(Cc4ccc(F)cc4)cnc32)c1 the results were Bim-Bcl-2 -12, Bfl-1 Bim block -19, Bim-Bcl-W -2, RGS4-Gao reg 100, Bim-Mcl-1 -4, RGS8-Gao 102, GSH fluor 33, Bim-Bcl-XL -9, Bim-Bcl-B -9, RGS7-Gao 101 and Mcl1-Bid inh -10.
CCCCOC(=O)C(NC(=O)c1ccccc1)=C(C)C was read as Bim-Bcl-2 -11, Bfl-1 Bim block -11, Bim-Bcl-W -3, RGS4-Gao reg -36*, Bim-Mcl-1 -2, RGS8-Gao 5.2*, GSH fluor 33, Bim-Bcl-XL -5, Bim-Bcl-B -11, RGS7-Gao -16* and Mcl1-Bid inh 1.
Cc1cc(C(=O)CSc2nnc(N)s2)c(C)n1CCc1ccc(Cl)cc1 was read as Bim-Bcl-2 -8, Bfl-1 Bim block -11, Bim-Bcl-W -1, RGS4-Gao reg 99, Bim-Mcl-1 -2, RGS8-Gao 101, GSH fluor 39, Bim-Bcl-XL -24, Bim-Bcl-B -11, RGS7-Gao 103 and Mcl1-Bid inh 10.
For CC(=O)N1N=C(c2cccs2)CC1c1cccc([N+](=O)[O-])c1 (stereo not drawn) the results were Bim-Bcl-2 -3, Bfl-1 Bim block -4, Bim-Bcl-W -2, RGS4-Gao reg 100, Bim-Mcl-1 -1, RGS8-Gao 100, GSH fluor 9, Bim-Bcl-XL -1, Bim-Bcl-B -5, RGS7-Gao 99 and Mcl1-Bid inh -4.
For CCc1nnc(NC(=O)C=C(C)C)s1 the results were Bim-Bcl-2 4, Bfl-1 Bim block -1, Bim-Bcl-W -3, RGS4-Gao reg 102, Bim-Mcl-1 -1, RGS8-Gao 103, GSH fluor 17, Bim-Bcl-XL -6, Bim-Bcl-B -3, RGS7-Gao 100 and Mcl1-Bid inh -6.
Cc1cccc(-c2nc3ccccc3c(=O)n2NC(=O)c2cccnc2Cl)c1 was read as Bim-Bcl-2 -5, Bfl-1 Bim block -17, Bim-Bcl-W -2, RGS4-Gao reg 100, Bim-Mcl-1 0, RGS8-Gao 100, GSH fluor 10, Bim-Bcl-XL -5, Bim-Bcl-B -4, RGS7-Gao 99 and Mcl1-Bid inh 0.
For CCOc1ccc(C2C(C(=O)c3ccco3)=C(O)C(=O)N2CCN(C)C)cc1 (stereo not drawn) the results were Bim-Bcl-2 1, Bfl-1 Bim block -9, Bim-Bcl-W 0, RGS4-Gao reg 101, Bim-Mcl-1 4, RGS8-Gao 98, GSH fluor 5, Bim-Bcl-XL -3, Bim-Bcl-B -4, RGS7-Gao 98 and Mcl1-Bid inh -32.
O=C(Nc1nnc(C2=COCCO2)o1)C1CCCCC1 was read as Bim-Bcl-2 -4, Bfl-1 Bim block -3, Bim-Bcl-W 0, RGS4-Gao reg 102, Bim-Mcl-1 0, RGS8-Gao 101, GSH fluor 14, Bim-Bcl-XL 2, Bim-Bcl-B 0, RGS7-Gao 100 and Mcl1-Bid inh -8.
Screening Cc1cc(C)nc(/N=C(\N)N(Cc2ccccc2)Cc2ccccc2)n1 returned Bim-Bcl-2 -3, Bfl-1 Bim block 1, Bim-Bcl-W 1, RGS4-Gao reg 104, Bim-Mcl-1 -1, RGS8-Gao 102, GSH fluor 19, Bim-Bcl-XL -1, Bim-Bcl-B 0, RGS7-Gao inconclusive and Mcl1-Bid inh -31.
For CCC(C)(C)NC(=O)C(c1ccc(F)cc1)N(Cc1ccco1)C(=O)CCC(=O)Nc1ccccn1 (stereo not drawn) the results were Bim-Bcl-2 -7, Bfl-1 Bim block -14, Bim-Bcl-W -1, RGS4-Gao reg 98, Bim-Mcl-1 -1, RGS8-Gao 98, GSH fluor 38, Bim-Bcl-XL 12, Bim-Bcl-B -9, RGS7-Gao 96 and Mcl1-Bid inh -19.
For CC1CCN(S(=O)(=O)c2ccc(F)c(C(=O)O)c2)CC1 the results were Bim-Bcl-2 -10, Bfl-1 Bim block -20, Bim-Bcl-W -2, RGS4-Gao reg 102, Bim-Mcl-1 -7, RGS8-Gao 103, GSH fluor 22, Bim-Bcl-XL -7, Bim-Bcl-B -7, RGS7-Gao 103 and Mcl1-Bid inh 11.
Cc1ccc(OCC(=O)Nc2ccc(O)c(-c3nc4ccccc4o3)c2)cc1 was read as Bim-Bcl-2 -10, Bfl-1 Bim block -18, Bim-Bcl-W -1, RGS4-Gao reg 101, Bim-Mcl-1 -2, RGS8-Gao 101, GSH fluor 31, Bim-Bcl-XL -1, Bim-Bcl-B -7, RGS7-Gao 99 and Mcl1-Bid inh 3.
Screening CC1CC(C)CN(c2ccc([N+](=O)[O-])cc2-c2nn[nH]n2)C1 (stereo not drawn) returned Bim-Bcl-2 2, Bfl-1 Bim block 4, Bim-Bcl-W -4, RGS4-Gao reg 102, Bim-Mcl-1 -6, RGS8-Gao 104, GSH fluor 11, Bim-Bcl-XL -9, Bim-Bcl-B -2, RGS7-Gao 96 and Mcl1-Bid inh -27.
Screening S=C(Nc1ccc(Cl)cc1)N(CCCN1CCOCC1)Cc1cccs1 returned Bim-Bcl-2 2, Bfl-1 Bim block -3, Bim-Bcl-W 0, RGS4-Gao reg 99, Bim-Mcl-1 -1, RGS8-Gao 100, GSH fluor 13, Bim-Bcl-XL -3, Bim-Bcl-B -17, RGS7-Gao inconclusive and Mcl1-Bid inh -38.
For CCOC(=O)c1ccc(NC(=O)CN2CCN(Cc3ccccc3)CC2)cc1 the results were Bim-Bcl-2 0, Bfl-1 Bim block -7, Bim-Bcl-W -4, RGS4-Gao reg 101, Bim-Mcl-1 0, RGS8-Gao 102, GSH fluor 22, Bim-Bcl-XL -3, Bim-Bcl-B -3, RGS7-Gao 103 and Mcl1-Bid inh -23.
Screening CCN(CC)CCNC(=O)c1cc(S(C)(=O)=O)ccc1OC returned Bim-Bcl-2 0, Bfl-1 Bim block 0, Bim-Bcl-W 0, RGS4-Gao reg 103, Bim-Mcl-1 0, RGS8-Gao 105, GSH fluor 21, Bim-Bcl-XL -3, Bim-Bcl-B 0, RGS7-Gao 102 and Mcl1-Bid inh 3.
Screening O=C(O)c1ccc(N2CCCCS2(=O)=O)cc1 returned Bim-Bcl-2 -1, Bfl-1 Bim block -2, Bim-Bcl-W 0, RGS4-Gao reg 103, Bim-Mcl-1 0, RGS8-Gao 101, GSH fluor 16, Bim-Bcl-XL -3, Bim-Bcl-B -6, RGS7-Gao 103 and Mcl1-Bid inh -16.
C[C@]1(C(=O)O)C=C[C@@H](Cc2ccccc2)N1C(=O)c1ccccc1 was read as Bim-Bcl-2 -2, Bfl-1 Bim block 0, Bim-Bcl-W -4, RGS4-Gao reg 102, Bim-Mcl-1 -4, RGS8-Gao 103, GSH fluor 18, Bim-Bcl-XL -3, Bim-Bcl-B -5, RGS7-Gao 102 and Mcl1-Bid inh -10.
Screening CC12CCC(C(=O)Nc3ccccc3)(C(Br)C1=O)C2(C)C (stereo not drawn) returned Bim-Bcl-2 -1, Bfl-1 Bim block -2, Bim-Bcl-W -3, RGS4-Gao reg 97, Bim-Mcl-1 -3, RGS8-Gao 103, GSH fluor 10, Bim-Bcl-XL -6, Bim-Bcl-B -4, RGS7-Gao 96 and Mcl1-Bid inh -12.
Screening O=C1C2C3CCC(C3)C2C(=O)N1CNc1ccc(F)cc1 (stereo not drawn) returned Bim-Bcl-2 -10, Bfl-1 Bim block -12, Bim-Bcl-W -3, RGS4-Gao reg 102, Bim-Mcl-1 -2, RGS8-Gao 102, GSH fluor 32, Bim-Bcl-XL -4, Bim-Bcl-B -6, RGS7-Gao 100 and Mcl1-Bid inh -9.
O=C(Nc1ccccc1)N1CCN(C(=O)Nc2ccccc2)CC1 was read as Bim-Bcl-2 -1, Bfl-1 Bim block -8, Bim-Bcl-W 0, RGS4-Gao reg 94, Bim-Mcl-1 -1, RGS8-Gao 98, GSH fluor 10, Bim-Bcl-XL -3, Bim-Bcl-B -3, RGS7-Gao 94 and Mcl1-Bid inh -8.
`COc1ccc2nc(SCC(=O)Nc3ccccc3)[nH]c2c1` gave Bim-Bcl-2 -7, Bfl-1 Bim block -2, Bim-Bcl-W -2, RGS4-Gao reg 99, Bim-Mcl-1 35, RGS8-Gao 102, GSH fluor 9, Bim-Bcl-XL -6, Bim-Bcl-B -7, RGS7-Gao 101 and Mcl1-Bid inh -31.
`N#Cc1cc(-c2cccc(Cl)c2)c[nH]c1=O` gave Bim-Bcl-2 2, Bfl-1 Bim block 0, Bim-Bcl-W -2, RGS4-Gao reg 79, Bim-Mcl-1 -9, RGS8-Gao 86, GSH fluor 44, Bim-Bcl-XL 0, Bim-Bcl-B -3, RGS7-Gao 86 and Mcl1-Bid inh -1.
`O=C(COC(=O)[C@@H]1CCCN1C(=O)c1cccs1)NCCc1ccccc1` gave Bim-Bcl-2 -3, Bfl-1 Bim block 1, Bim-Bcl-W 3, RGS4-Gao reg 105, Bim-Mcl-1 1, RGS8-Gao 109, GSH fluor 8, Bim-Bcl-XL -1, Bim-Bcl-B 0, RGS7-Gao 110 and Mcl1-Bid inh 4.
Cc1cccc2nc(CSc3nc4ccccc4o3)cn12 was read as Bim-Bcl-2 1, Bfl-1 Bim block 6, Bim-Bcl-W -3, RGS4-Gao reg 102, Bim-Mcl-1 0, RGS8-Gao 103, GSH fluor 9, Bim-Bcl-XL -4, Bim-Bcl-B -2, RGS7-Gao 99 and Mcl1-Bid inh -24.

Random excerpt: 3 records from the list
C[C@]1(C(=O)O)C=C[C@@H](Cc2ccccc2)N1C(=O)c1ccccc1 was read as Bim-Bcl-2 -2, Bfl-1 Bim block 0, Bim-Bcl-W -4, RGS4-Gao reg 102, Bim-Mcl-1 -4, RGS8-Gao 103, GSH fluor 18, Bim-Bcl-XL -3, Bim-Bcl-B -5, RGS7-Gao 102 and Mcl1-Bid inh -10.
`COc1ccc2nc(SCC(=O)Nc3ccccc3)[nH]c2c1` gave Bim-Bcl-2 -7, Bfl-1 Bim block -2, Bim-Bcl-W -2, RGS4-Gao reg 99, Bim-Mcl-1 35, RGS8-Gao 102, GSH fluor 9, Bim-Bcl-XL -6, Bim-Bcl-B -7, RGS7-Gao 101 and Mcl1-Bid inh -31.
Screening CCN(CC)CCNC(=O)c1cc(S(C)(=O)=O)ccc1OC returned Bim-Bcl-2 0, Bfl-1 Bim block 0, Bim-Bcl-W 0, RGS4-Gao reg 103, Bim-Mcl-1 0, RGS8-Gao 105, GSH fluor 21, Bim-Bcl-XL -3, Bim-Bcl-B 0, RGS7-Gao 102 and Mcl1-Bid inh 3.
